PAD4 FP inh = blocks human protein arginine deiminase 4 | Q9UM07 | recombinant PAD4, RCA probe fluorescence polarization | inhibition, % at 6.36 µM | 330,000 tested, 0.41% active | AID 485272;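 active = percent inhibition above a cutoff equal to the mean of all tested compounds plus 3 SD, cut at about 15% in these data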;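 also: 0% = PAD4 with RCA probe and DMSO and 100% = probe without PAD4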
PAFAH1B2 inh = blocks human PAF acetylhydrolase 1b catalytic subunit 2 | P68402 | recombinant PAFAH1B2, FP-rhodamine activity probe, fluorescence polarization | inhibition, % at 3.39 µM | 340,000 tested, 1.2% active | AID 492953;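 active = inhibition above the mean of all tested compounds plus 3 SD, cut at about 24% in these data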;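 also: 0% = enzyme with DMSO and 100% = wells lacking PAFAH1B2; many of its hits are not listed in these tables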
Target sequence (P68402 whole entry, looked up): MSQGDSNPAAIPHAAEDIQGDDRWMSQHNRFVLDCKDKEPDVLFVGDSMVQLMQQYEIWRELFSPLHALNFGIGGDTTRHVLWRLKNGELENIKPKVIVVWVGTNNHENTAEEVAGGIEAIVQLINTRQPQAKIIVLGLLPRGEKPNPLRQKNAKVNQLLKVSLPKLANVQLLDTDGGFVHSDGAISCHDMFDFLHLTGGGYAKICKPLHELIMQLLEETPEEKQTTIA
PAFAH2 inh = PAFAH2 (human) inhibition. Q99487. recombinant PAFAH2, FP-rhodamine activity probe, fluorescence polarization. inhibition, % at 3.39 µM. 340,000 tested, 0.99% active;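 active = inhibition above the mean over all tested compounds plus 3 SD, cut at about 30% in these data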;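 also: inhibitors block probe labeling of enzyme so polarization drops; 0% = enzyme with DMSO and 100% = wells lacking PAFAH2 protein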
GSTO1 inh = counter-screen for RBBP9 inhibitors: inhibitors of human GSTO1 | P78417 | recombinant GSTO1, activity-based probe fluorescence polarization | inhibition, % at 5.96 µM | 300,000 tested, 1.1% active | AID 1974;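 active = inhibition above the campaign mean inhibition plus 3 SD, cut at about 35% in these data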;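 also: 0% = GSTO1-1 with DMSO and 100% = wells lacking GSTO1-1 enzyme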
Target sequence (P78417 whole entry, looked up): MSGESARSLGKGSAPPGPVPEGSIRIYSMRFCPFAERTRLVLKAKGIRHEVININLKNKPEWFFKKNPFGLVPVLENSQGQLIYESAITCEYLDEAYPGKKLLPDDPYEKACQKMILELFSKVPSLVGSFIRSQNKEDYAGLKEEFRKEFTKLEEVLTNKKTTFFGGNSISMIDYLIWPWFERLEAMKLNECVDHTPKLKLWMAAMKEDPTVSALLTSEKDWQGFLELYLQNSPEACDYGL
LYPLA1 inh = counter-screen for PME1 inhibitors: inhibitors of human LYPLA1; recombinant LYPLA1, FP-Rh probe fluorescence polarization; 320,000 tested, 0.16% active; O75608; inhibition, % at 5.9 µM;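 active = inhibition above the mean of all tested compounds plus 3 SD, set per campaign, cut at about 14% in these data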;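 also: inhibitors block serine hydrolase probe labeling of LYPLA1 so polarization falls; 0% = enzyme with DMSO and 100% = wells lacking LYPLA1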
Target sequence (O75608 whole entry, looked up): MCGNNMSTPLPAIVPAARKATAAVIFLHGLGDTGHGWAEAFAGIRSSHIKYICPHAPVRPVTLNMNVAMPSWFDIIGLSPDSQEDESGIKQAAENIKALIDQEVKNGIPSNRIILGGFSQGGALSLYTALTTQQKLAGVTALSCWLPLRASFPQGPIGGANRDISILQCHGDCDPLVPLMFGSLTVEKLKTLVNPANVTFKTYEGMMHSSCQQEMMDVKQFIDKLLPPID
PAFAH1B3 FP inh = inhibitors of human PAFAH1B3; Q15102; recombinant PAFAH1B3, FP-rhodamine probe, fluorescence polarization; inhibition, % at 3.39 µM; 340,000 tested, 0.28% active; AID 492972;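 active = inhibition above the screen-wide average of all tested compounds plus 3 SD, cut at about 25% in these data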;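 also: 0% = enzyme with DMSO only and 100% = wells lacking PAFAH1B3 protein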
Target sequence (Q15102 whole entry, looked up): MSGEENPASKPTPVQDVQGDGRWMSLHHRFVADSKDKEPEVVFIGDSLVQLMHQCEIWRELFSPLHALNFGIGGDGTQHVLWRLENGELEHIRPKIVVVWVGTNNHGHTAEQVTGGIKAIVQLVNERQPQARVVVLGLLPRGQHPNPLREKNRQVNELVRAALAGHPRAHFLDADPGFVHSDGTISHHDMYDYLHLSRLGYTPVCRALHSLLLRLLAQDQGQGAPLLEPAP
pPAFAH inh = inhibitors of human plasma PAF acetylhydrolase (pPAFAH) | Q13093 | inhibition, % at 3.39 µM | 330,000 tested, 1.5% active | recombinant pPAFAH, FP-rhodamine probe fluorescence polarization;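 active = inhibition above the mean inhibition across the screen plus 3 SD, cut at about 25% in these data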;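 also: inhibitors block binding of the rhodamine activity-based probe so polarization drops; 0% = enzyme with DMSO and 100% = wells lacking pPAFAH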
Fam108B inh = counter-screen for RBBP9 inhibitors: inhibitors of mouse Fam108B | recombinant Fam108B, FP-Rh probe fluorescence polarization | inhibition, % at 9.51 µM | 300,000 tested, 0.33% active;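 active = inhibition above the screen mean inhibition plus 3 SD, computed separately per campaign, cut at about 18% in these data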;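 also: inhibitors lower polarization as less probe binds the enzyme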
PME-1 primary = PME-1 (human) inhibition. Q9Y570. recombinant PME-1, FP-Rh probe fluorescence polarization. inhibition, % at 5.9 µM. 320,000 tested, 0.53% active;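 active = inhibition above the campaign mean of all compounds plus 3 SD, cut at about 26% in these data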;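 also: competitive labeling of PME-1 active site by serine hydrolase directed probe; 0% = PME-1 with DMSO and 100% = wells lacking PME-1 enzyme; inhibitors block probe labeling so polarization falls and inhibition rises; many of its hits are not listed in these tables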
* = called active by the depositor; . = no result given; & = joins results of further samples. A portion of the library (hit frequency here may not be typical).

SMILES	PAD4 FP inh	PAFAH1B2 inh	PAFAH2 inh	GSTO1 inh	LYPLA1 inh	PAFAH1B3 FP inh	pPAFAH inh	Fam108B inh	PME-1 primary
COc1cc2c(C(=O)N3CCCc4ccccc43)cn(C)c(=O)c2cc1OC	-1	6	-4	0	2	6	-1	5	6
O=C(CC1C(=O)NC2CCCCC2N1C(=O)c1ccc([N+](=O)[O-])cc1)Nc1ccccc1 (centres undefined)	6	3	12	-1	-3	5	-2	-3	6
O=C1c2cccnc2C(=O)N1c1cccc(-c2nc3ccccc3o2)c1	5	5	2	3	-2	-4	8	-1	-2
c1ccc(OCc2nnc3sc(C4COc5ccccc5O4)nn23)cc1 (centres undefined)	-2	6	14	-4	-1	1	11	-7	-6
Cc1ccc(C(=O)NCCNC(=O)c2ccc(C)nc2)cc1	-4	1	-7	-5	0	7	4	-2	1
CCc1ccc(NC(=O)CCC(=O)N2CCSc3ccccc32)cc1	0	0	5	-2	0	3	6	8	7
O=C(NCc1ccc2c(c1)OCO2)c1cc(=O)[nH]c2ccccc12	0	1	2	-1	-5	12	2	1	0
O=C(CN1CCCCC1)N/N=C/c1ccc(Cl)cc1Cl	-1	4	3	10	0	1	-5	-6	-7
CCOc1ccc(OC(=O)c2cccc(S(=O)(=O)N3CCN(C)CC3)c2)cc1	-6	17	3	1	2	6	-4	-5	-4
Cn1c(N/N=C/c2c[nH]c3ccccc23)nc2ccccc21	-6	5	8	-18	-3	8	13	4	30*
CC(C)CN(C(=O)COC(=O)CCSc1ccc(F)cc1)c1c(N)n(Cc2ccccc2)c(=O)[nH]c1=O	-3	-5	7	-5	-2	-1	4	-2	-2
COC(=O)C1=C(C)N(C)C(=S)NC1c1cc(OC)ccc1OC (centres undefined)	-1	5	1	-1	1	6	0	0	-8
CC1(C)Cc2cccc(Oc3ccc(S(=O)(=O)N4CCCCC4)cn3)c2O1	-1	3	7	5	-1	4	0	1	0
Cc1ccc(NC(=O)C2CCN(S(=O)(=O)c3ccc4c(c3)NC(=O)C(C)S4)CC2)c(Cl)c1 (centres undefined)	-20	1	-14	-18	-7	-11	4	-5	-6
Cc1onc(-c2c(F)cccc2Cl)c1C(=O)Nc1nccs1	-1	1	-1	-3	-6	-2	4	3	2
COc1ccc2c(c1)C1CC(C)(NC(=O)C1C(=O)c1ccccc1)O2 (centres undefined)	-1	6	1	-1	1	1	2	-1	0
CCCCc1c(C)nc(Nc2ccc(OC)cc2)[nH]c1=O	-4	2	-7	0	-1	-3	5	-1	-8
Cc1ccc(NC(=O)COC(=O)c2csc3c2CCC(C)C3)cc1S(=O)(=O)N1CCCCC1 (centres undefined)	3	-27	-1	-5	-27	-37	-8	-21	-35
Cn1cc(/C=C/C(=O)N2CCCC(C(=O)c3ccc(C(F)(F)F)cc3)C2)cn1 (centres undefined)	-4	1	2	1	-3	7	3	-1	2
CC(=O)Nc1ccc(NC(=O)Cn2c(-c3ccc(F)cc3)cnc2SCC(=O)Nc2c(C)cccc2C)cc1	0	4	-12	-5	-6	-6	4	-14	-9
COc1ccccc1-c1c(C)nn2c(N3CCN(c4ccccc4OC)CC3)cc(C)nc12	-3	0	4	1	3	5	1	-1	6
O=C(N/N=C/c1ccncc1)c1ccc2c(c1)OCO2	2	2	9	1	-2	5	41*	0	0
Cn1c(Sc2nc3ccccc3n2C)nc2ccccc21	4	4	-1	-6	0	10	0	0	13
CCCN(CCC)C(=S)Nc1cc(C(=O)OC)ccc1C(=O)OC	-2	7	-8	1	2	-9	-1	-4	5
c1ccc(Nc2nc3ccccc3n3nnnc23)cc1	6	3	1	-2	-3	12	6	1	11
CCC1Oc2ccc(C)cc2N(CC(=O)NCc2ccccc2OC)C1=O (centres undefined)	4	8	5	5	-2	16	4	-1	-2
CN(Cc1ccc(Cl)cc1Cl)C(=O)CNC(=O)c1ccco1	1	4	-7	1	1	0	3	-3	-2
CCOC(=O)C1CCN(C(=O)c2ccc(N3CCOCC3)c([N+](=O)[O-])c2)CC1	-6	-3	-1	.	-1	9	3	.	-12
CC(=O)NCCN=C(C)c1sc2ccccc2c1O	3	2	-5	9	0	-3	-1	-5	-9
CCC(C)(C)NC(=O)CN(C(=O)CCC(=O)Nc1nccs1)c1ccc2c(c1)OCO2	-4	-2	-1	11	-4	8	7	-1	3
COc1ccccc1NC(=O)c1ccc(S(=O)(=O)N(C)C)cc1	1	4	-1	-3	0	-8	-1	-2	0
CCN(CC)c1ccc(NC(=O)COc2ccc(-n3cnnn3)cc2)cc1	-6	8	7	.	.	5	8	.	.
Cc1cccc(-c2nnc(N)s2)c1	0	-3	-10	1	-9	-3	-1	7	-1
C=CCC[C@@H](Cc1ccc(F)cc1)C(=O)OC[C@@H](Cc1c[nH]c2ccccc12)NC(=O)[C@H](CC=C)CC(=O)N[C@H](CO)Cc1ccccc1	1	0	-3	.	.	-10	0	.	.
COc1cc(NS(=O)(=O)c2cc(C(=O)N3CCN(C(C)=O)CC3)ccc2OC)cc(OC)c1	0	-1	5	2	-5	2	1	-4	-4
CC(=O)O[C@H]1[C@H](O)[C@H](Oc2c(O)c(C)c3c4c2[C@@H](C)CC[C@@H]4[C@@H](C)C[C@H]3C=C(C)C)O[C@@H](C)[C@H]1O	-4	3	-3	.	.	-1	2	.	.
CCn1c(-c2nn(-c3ccccc3)ccc2=O)n[nH]c1=S	-1	-3	-13	-1	-1	7	0	-6	7
CCn1c2ccccc2c2nnc(SCC(=O)NC3CCS(=O)(=O)C3)nc21 (centres undefined)	2	1	1	-2	1	-1	8	3	7
COC(=O)CSc1nnc(CNc2ccc(Cl)cc2)n1-c1ccccc1	-2	1	-5	1	1	5	6	-5	6
CCn1c(SCc2ccc(C#N)cc2)nnc1-c1cccc(Cl)c1	0	0	-6	4	1	0	-1	4	3
CC1CCC2(CC1)NC(=O)N(NC(=O)c1cccs1)C2=O (centres undefined)	-1	3	-2	.	-2	0	1	.	4
CC1CCCC(C)N1C(=O)Cn1nnc(-c2ccccc2)n1 (centres undefined)	-2	5	-3	-3	-1	4	6	-2	0
CC(=O)N1c2ccccc2C(C)=CC1(C)C	7	6	-2	2	-2	11	0	-4	-1
Cc1ccc(-c2cc(C(=O)N/N=C\c3cnn(C)c3C)c3ccccc3n2)cc1C	3	-1	-13	4	-16	4	-5	-6	-9
O=C(OCCN1CCOCC1)c1ccc(OCCN2CCOCC2)cc1	-5	1	3	5	3	6	-1	-2	0
COc1ccc(OC)c(NC(=O)c2ccc(N3C(=O)C4CC=C(C)CC4C3=O)cc2)c1 (centres undefined)	-8	0	3	-2	1	2	4	3	0
c1csc(C2CCCN2c2nc3nonc3nc2NC2CC2)n1 (centres undefined)	0	8	-3	3	1	10	-1	1	-2
COc1ccc(C)cc1NC(=O)CCN1CCN(c2ccccc2)CC1	0	1	1	-1	-2	3	1	-2	1
Cc1csc2nc(CNC(=O)C3CCCCC3)cn12	3	4	-2	1	-3	3	1	2	-7
CC1CCCN(CCCNC(=O)c2cc3c(s2)-c2ccccc2OC3)C1 (centres undefined)	-3	6	4	4	-3	7	3	1	-2
Cc1cccc(-c2noc(C3CCCCC3)n2)c1	-3	1	-9	5	1	4	-7	-2	4
COc1ccc(C(=O)/C(C#N)=N/Nc2ccccc2[N+](=O)[O-])cc1	-2	5	7	24	5	10	15	1	2
COc1ccc(-n2nc3c(c2NC(=O)COc2cccc(OC)c2)CS(=O)(=O)C3)cc1	-4	2	2	0	-3	7	9	1	4
O=C(NCc1cn(-c2ccccc2)nc1-c1ccccc1)c1cccc([N+](=O)[O-])c1	2	-3	-11	-8	-17	-4	-2	-19	-18
O=[N+]([O-])c1cc(S(=O)(=O)NCCN2CCOCC2)ccc1Sc1nnnn1-c1ccccc1	6	3	23	5	2	3	3	-5	2
CC(C)c1ccc(NC(=O)C(c2ccccc2)N2CCN(C(=O)c3ccco3)CC2)cc1 (centres undefined)	-1	6	-2	17	-1	-2	5	1	-9
Cc1cc2c(sc3c(C)ccc(C)c32)c(C)n1	-2	5	7	-2	-4	7	-1	0	-3
C/C(CCc1ccccc1)=N\NC(=O)CC(=O)NCCc1ccccc1	1	6	-6	6	4	6	7	5	4
COc1ccccc1NS(=O)(=O)c1c(C(=O)N2CCCC2)c(C)n(C)c1C	-8	1	0	2	4	5	0	2	0
NC(=O)c1cccn1Cc1ccccc1Cl	-3	-1	-2	-2	2	8	3	-3	3

Copied from the list.
`CC(C)c1ccc(NC(=O)C(c2ccccc2)N2CCN(C(=O)c3ccco3)CC2)cc1` (centres undefined) @ PAFAH1B2 inh = 6
`COc1ccc(-n2nc3c(c2NC(=O)COc2cccc(OC)c2)CS(=O)(=O)C3)cc1` @ Fam108B inh = 1
`COc1ccc(C(=O)/C(C#N)=N/Nc2ccccc2[N+](=O)[O-])cc1` @ PAFAH1B3 FP inh = 10

The list continues:
SMILES	PAD4 FP inh	PAFAH1B2 inh	PAFAH2 inh	GSTO1 inh	LYPLA1 inh	PAFAH1B3 FP inh	pPAFAH inh	Fam108B inh	PME-1 primary
Cc1cc(/C=C(\C#N)C(=O)O)c(C)n1CC1CCCO1 (centres undefined)	-4	3	6	-6	1	4	-2	1	-2
S=C(NCCc1ccccc1)NCCN1CCOCC1	0	3	-5	4	0	-2	-3	4	-6
O=C(CSc1ccc2nnc(-c3cccs3)n2n1)N1CCCC1	-2	-1	-4	5	1	6	5	4	3
O=[N+]([O-])c1ccc(N2CCN(c3cccc(Cl)c3)CC2)cn1	-2	9	1	4	-2	10	1	1	5
CC1CCN(CCCCOc2ccc([N+](=O)[O-])cc2)CC1	1	0	-2	6	-1	5	-1	2	-2
O=C(COc1ccc2ccccc2c1Br)NC(=S)Nc1cccc(CO)c1	-7	-7	-1	-5	2	-6	-8	-4	-16
O=C(NCCCNCc1ccccc1)c1ccccn1	-5	1&0	7&5	8	-2	8&8	-2	0	4
CC(=O)n1cc([C@H]2C=C(C(=O)Nc3ccccc3)O[C@@H](OCCCCO)C2)c2ccccc21	-3	3	-7	0	-7	8	2	-3	-2
O=C(CCCn1c(=O)oc2ccccc21)N1CCN(c2ccccn2)CC1	1	0	-5	5	0	-1	5	1	-3
O=C(CSc1nc2ccccc2c(=O)[nH]1)N1CCN(c2ccccc2)CC1	0	-2	-3	-9	0	12	2	2	0
COc1ccccc1Nc1nc(N2CCOCC2)nc(N2CCOCC2)n1	1&0	4&0	0&3	2&8	-3&-3	-4&2	1&-1	2&0	6&-5
COc1ccc(Cl)cc1C(=O)Nc1nc2ccc(S(C)(=O)=O)cc2s1	6	.	.	2	-3	.	1	-1	0
CCCNC(=O)c1ccccc1NC(=O)c1ccccc1N(C)S(=O)(=O)c1ccccc1	6	2	8	-4	-3	7	-2	0	8
CCc1cc2c(=O)c(-c3cnn(-c4ccccc4)c3)c(C)oc2cc1OCC(=O)Nc1cccc(C)c1	3	0	2	3	-3	1	-1	-9	2
CCCn1c(CN2CCN(c3cccc(Cl)c3)CC2)nc2c1c(=O)n(C)c(=O)n2C	2	-1	2	2	8	-1	11	4	3
COc1cc(/C=C/c2onc(C)c2[N+](=O)[O-])cc(OC)c1OC	-1	3	2	-1	2	2	7	-1	-2
CCN1CCN(CC(=O)Nc2nc3ccc(C)cc3s2)CC1	1	5	0	0	-7	5	-8	-4	-6
COCCCNC(=O)CSc1nc2sc(C(=O)OC)c(C)c2c(=O)n1N	1	0	6	0	-2	6	2	2	-3
